Source: PubChem BioAssay (NCI)
Growth percent in the NCI-60 one-dose screen (48 h, 10 µM unless noted): 100 = growth as untreated, 0 = no growth, -100 = all killed.
NCI-H322M = NCI-H322M lung cancer. 2.7% of 80,000 active. AID 1794733
NCI-H23 = NCI-H23 lung cancer; 4% of 80,000 active; AID 1794731
OVCAR-3 = OVCAR-3 ovarian cancer. 7% of 79,000 active. AID 1794787
OVCAR-5 = OVCAR-5 ovarian cancer; 2.9% of 82,000 active; AID 1794783
NCI-H226 = NCI-H226 lung cancer; 3.5% of 79,000 active
NCI-H522 = NCI-H522 lung cancer; 8% of 78,000 active
NCI-H460 = NCI-H460 lung cancer | 6.8% of 82,000 active | AID 1794736
NCI/ADR-RES = NCI/ADR-RES ovarian cells; 4.4% of 81,000 active; AID 1794790
OVCAR-8 = OVCAR-8 ovarian cancer | AID 1794782 | 4.4% of 81,000 active
Numbers without * were called inactive; . = not tested or not shown; & = joins results of further samples. The calls were made as follows: active = growth percent below 10; inactive = the rest.

SMILES	NCI-H322M	NCI-H23	OVCAR-3	OVCAR-5	NCI-H226	NCI-H522	NCI-H460	NCI/ADR-RES	OVCAR-8
O=C(Nc1cccc(-n2cc(-c3ccncc3)c(-c3ccc(Cl)c(O)c3)n2)c1)Nc1ccc(Cl)c(Cl)c1	41	14	-4.7*	56	25	-6.8*	6.5*	21	12
COc1cc(C(N)CCc2ccc3c(c2)OCO3)cc(OC)c1OC (centres undefined)	102	93	98	100	100	76	104	95	105
COc1ccc(C=Nc2ccc(NC(C)=O)cc2)cc1OC	.	.	107	106	95	112	100	107	109
Nc1cccc(S(=O)(=O)Nc2ccccc2)c1	99	103	112	93	97	.	96	99	.
COc1ccc(C2=NN(C(C)=O)C(c3c(C)nn(-c4ccccc4)c3N3CCOCC3)C2)cc1 (centres undefined)	101	100	104	98	92	.	99	95	94
O=S(=O)(NCCCNc1nccc(-c2c(-c3ccc(F)c(O)c3)nc3sccn23)n1)c1ccc(Cl)cc1	99	80	89	129	104	58	86	103	53
O=S(=O)(NN=C(c1ccccc1)c1ccccc1)c1ccccc1	103	95	99	106	.	87	99	96	96
CN1CCN(c2ccc3nc(-c4ccc5nc(-c6ccc(OCCC(C)(C)C)cc6)[nH]c5c4)[nH]c3c2)CC1	41	-3.6*	-84*	-2.3*	95	-38*	-80*	88	-49*
O=C1c2nccnc2C(=O)N1c1ccc([N+](=O)[O-])cc1[N+](=O)[O-]	102	107	113	103	120	96	116	103	110
C#CC/C(C(=O)OC)=C1\CC[C@@H](C)O1	106	106	117	101	130	98	111	109	103
COc1cc(C2=NN(C(C)=O)C(c3sc(N(C)Cc4ccccc4)nc3Cl)C2)cc(OC)c1OC (centres undefined)	88	82	86	103	89	77	94	84	94
COc1ccc2nccc(/C=C/c3ccnc4ccc(OC)cc34)c2c1	120	104	.	117	131	112	100	101	69
COc1ccc(C/C(C)=C(\c2ccc(Cl)cc2)c2ccc(OCCCN(C)C)cc2)cc1	90	88	79	71	108	89	57	89	86
O=C(/C=C/c1cc(-c2ccc3c(c2)OCO3)n[nH]1)c1ccc2c(c1)OCO2	87	95	91	.	89	72	97	102	87
Cc1ccc(C(O)(c2ccccc2)c2ccc(C)cc2)cc1	111	109	104	105	100	92	98	102	106
C[n+]1ccc(/C=C/c2ccccc2)cc1	111	75	72	99	101	62	91	92	96
CC[C@]12C=CCN3CC[C@]4(C(=C(C(=O)OC)C1)Nc1cc(OC)c([C@@H]5[C@H]6O[C@H]6[C@@]6(CC)CC(C(=O)OC)=C7Nc8cc(OC)ccc8[C@@]78CCN5[C@@H]68)cc14)[C@@H]32	86	42	56	93	72	65	30	81	53
CSc1nc(NCCCNc2ccnc3cc(Cl)ccc23)cc(-c2ccccc2)n1	86	68	72	95	84	74	70	67	82
C[C@@]1(F)[C@H](O)[C@@H](CO)O[C@@H]1n1ncc(=O)[nH]c1=O	107	105	107	102	102	85	108	102	95
COc1cc(CCC[P+](c2ccccc2)(c2ccccc2)c2ccccc2)c(OC)c(OC)c1OC	83	78	72	80	89	72	82	78	86
COC(=O)CC(CNC(=O)Nc1ccc(Cl)cc1Cl)C(=O)OC (centres undefined)	108	98	110	95	97	83	.	100	107
O=C(c1ccccc1)C(c1ccccc1)(c1ccccc1)c1ccccc1	90&89	88&101	114	94&107	93&104	98&88	95&102	100&105	96&103
Cc1nc(/N=C(N)/N=C(\N)c2cccc(Br)c2)sc1C	86	60	47	71	73	46	30	36	58
Cc1cc2c(s1)CCCC1CC(=O)N(CN3CCN(C)CC3)N=C21 (centres undefined)	110	105	117	100	119	96	112	104	94
CC(=O)[C@@H]1CC[C@@H](C)c2ccc(C)nc2C1	105	103	115	102	99	93	111	102	95
COc1ccc(C2c3c(c4ccccc4n(C)c3=O)Oc3ncn4nc(-c5ccco5)nc4c32)cc1 (centres undefined)	101	105	107	104	106	89	105	107	101
NS(=O)(=O)c1ccc(NC(=O)/C(=C\c2ccc(Cl)cc2)NC(=O)c2ccccc2)cc1	108	103	104	105	93	91	106	104	98
CC(CO)Cc1ccc(C(C)(C)C)cc1 (centres undefined)	96	98	105	98	.	104	99	97	109
CC(O)CN1CCCCC1 (centres undefined)	111	100	105	110	106	89	104	106	105
Clc1ccc(OCC2CO2)c(Cl)c1 (centres undefined)	104	103	112	102	100	105	125	104	102
C/C=C(\C)C(C(=O)NC1CCCCC1)N(C(=O)C1CCc2cc(F)ccc2O1)c1ccc(Br)cc1 (centres undefined)	96	97	103	106	90	87	93	98	86
c1ccc2oc(-c3cnc4nonc4n3)cc2c1	88	95	108	104	92	78	96	92	94
COc1cc2ncnc(Nc3ccc4c(cnn4C(=O)Nc4ccc(C)c(Cl)c4)c3)c2cc1OC	40	100	91	100	105	68	107	98	106
COc1cc(C(=O)N(C(C)C)C2CCCCC2)cc(OC)c1OC	108	101	113	109	.	88	107	96	90
COc1cc(C=C2C(=O)N(C)C(=O)N(C)C2=O)cc(CN2CCCCC2)c1O	102	97	105	97	.	94	108	105	105
O=S(=O)(c1ccccc1)c1ccccc1Br	104	102	104	118	88	99	103	105	103
COc1cccc(-c2nc3sccn3c2-c2ccnc(NCCNS(=O)(=O)c3cccc4ccccc34)n2)c1	97	93	98	141	99	93	105	89	88
CS(=O)(=O)c1cccc(Nc2ncc3cc(-c4ccccc4Cl)ccc3n2)c1	27	27	22	32	31	-44*	5.5*	-1.1*	11
O=[N+]([O-])c1cccc(C2N=C(N3CCOCC3)Nc3c2sc2ccc(Cl)cc32)c1 (centres undefined)	94	87	100	101	86	97	95	103	103
Cc1ccc(S(=O)(=O)NCCCNc2nccc(-n3ccc4cccnc43)n2)cc1	96	104	113	100	89	90	105	100	102
NNC(=O)C(=O)NN	106	105	114	.	101	94	101	113	100
O=C(CN1C(=O)CSC1=O)Nc1ccc(C(=O)/C=C/c2cc3ccccc3nc2Cl)cc1	96	68	87	101	89	67	86	90	78
Nc1nonc1-n1nncc1-c1cccnc1	101	102	116	110	.	112	111	105	111
CCCOc1ccc([N+](=O)[O-])cc1N	.	.	103	106	111	78	102	105	108
CCCCCCCCCCn1cc[n+](C)c1	57	29	46	46	30	-20*	24	82	12

Part of the list above in order of length of the SMILES, rising:
SMILES	NCI-H322M	NCI-H23	OVCAR-3	OVCAR-5	NCI-H226	NCI-H522	NCI-H460	NCI/ADR-RES	OVCAR-8
CC(O)CN1CCCCC1 (centres undefined)	111	100	105	110	106	89	104	106	105
Clc1ccc(OCC2CO2)c(Cl)c1 (centres undefined)	104	103	112	102	100	105	125	104	102
Nc1nonc1-n1nncc1-c1cccnc1	101	102	116	110	.	112	111	105	111
O=S(=O)(c1ccccc1)c1ccccc1Br	104	102	104	118	88	99	103	105	103
c1ccc2oc(-c3cnc4nonc4n3)cc2c1	88	95	108	104	92	78	96	92	94
CC(=O)[C@@H]1CC[C@@H](C)c2ccc(C)nc2C1	105	103	115	102	99	93	111	102	95
Cc1nc(/N=C(N)/N=C(\N)c2cccc(Br)c2)sc1C	86	60	47	71	73	46	30	36	58
COc1cc(C(=O)N(C(C)C)C2CCCCC2)cc(OC)c1OC	108	101	113	109	.	88	107	96	90
COC(=O)CC(CNC(=O)Nc1ccc(Cl)cc1Cl)C(=O)OC (centres undefined)	108	98	110	95	97	83	.	100	107
O=C(c1ccccc1)C(c1ccccc1)(c1ccccc1)c1ccccc1	90&89	88&101	114	94&107	93&104	98&88	95&102	100&105	96&103
CS(=O)(=O)c1cccc(Nc2ncc3cc(-c4ccccc4Cl)ccc3n2)c1	27	27	22	32	31	-44*	5.5*	-1.1*	11
Cc1ccc(S(=O)(=O)NCCCNc2nccc(-n3ccc4cccnc43)n2)cc1	96	104	113	100	89	90	105	100	102
COc1cc(C=C2C(=O)N(C)C(=O)N(C)C2=O)cc(CN2CCCCC2)c1O	102	97	105	97	.	94	108	105	105
O=C(CN1C(=O)CSC1=O)Nc1ccc(C(=O)/C=C/c2cc3ccccc3nc2Cl)cc1	96	68	87	101	89	67	86	90	78
COc1cc2ncnc(Nc3ccc4c(cnn4C(=O)Nc4ccc(C)c(Cl)c4)c3)c2cc1OC	40	100	91	100	105	68	107	98	106
NS(=O)(=O)c1ccc(NC(=O)/C(=C\c2ccc(Cl)cc2)NC(=O)c2ccccc2)cc1	108	103	104	105	93	91	106	104	98
COc1ccc(C2c3c(c4ccccc4n(C)c3=O)Oc3ncn4nc(-c5ccco5)nc4c32)cc1 (centres undefined)	101	105	107	104	106	89	105	107	101
C/C=C(\C)C(C(=O)NC1CCCCC1)N(C(=O)C1CCc2cc(F)ccc2O1)c1ccc(Br)cc1 (centres undefined)	96	97	103	106	90	87	93	98	86

Continued:
SMILES	NCI-H322M	NCI-H23	OVCAR-3	OVCAR-5	NCI-H226	NCI-H522	NCI-H460	NCI/ADR-RES	OVCAR-8
O=C1CSC(c2cc3ccccc3[nH]c2=O)N1Cc1ccc2c(c1)OCO2 (centres undefined)	96	104	121	120	106	95	114	105	117
CCn1cc(C(=O)NN=C2CCN(C)CC2)c(=O)c2ccc(C)nc21	91	100	96	96	95	95	95	109	100
Cc1ccc2c(N)c(C(=O)c3ccc(Cl)cc3)sc2n1	87	90	66	99	81	65	82	70	88
N#Cc1c(N)nc(-c2ncccn2)nc1-c1c[nH]c2ccccc12	85	92	103	107	85	87	99	97	97
O/N=C/c1ccc(Cl)cc1	97	100	108	102	101	98	103	101	94
CNCCC=C1c2ccccc2CCc2ccccc21	107&84	100&90	107&105	110&85	89&97	78&52	109&104	100&85	98&91
C=C1CC[C@@H]2[C@]3(C)COC(c4ccccc4)O[C@@H]3CC[C@@]2(C)[C@@H]1C/C=C1/C(=O)OCC1OC(C)=O (some centres undefined)	62	-19*	-88*	-78*	-80*	-90*	15	-73*	-65*
Clc1ccc(CNc2ncnc3[nH]ncc23)cc1Cl	71	92	94	78	80	80	85	85	88
O=C(O)/C(O)=C(/O)C(=O)O	108	110	109	103	105	97	108	106	105
Cn1c2ccc(F)cc2c2n[nH]c(=O)nc21	102	92	111	107	.	86	105	96	96
Cn1c2c(c3ccccc31)CCN1C(=O)Nc3ccccc3C21 (centres undefined)	98	93	107	92	97	75	102	98	97
C[n+]1cccc(NC(=O)c2ccc3ccc4ccc(C(=O)Nc5ccc[n+](C)c5)nc4c3n2)c1	37	32	62	79	5.6*	-19*	-7.4*	101	62
O=C1/C(=C\c2cn(-c3ccccc3)nc2-c2cccc([N+](=O)[O-])c2)CCc2ccccc21	95	94	104	110	87	80	101	99	99
CCCCCCCCCCC(CN(CC)CC)C(O)c1ccccc1 (centres undefined)	80	38	38	50	15	-14*	22	34	54
O=c1[nH]c(=S)[nH]c(=S)[nH]1	100	101	109	96	102	96	106	103	103
Cc1cccnc1NC(=O)c1csnn1	75	103	99	101	101	105	106	110	105
Clc1ccc2c(c1)-c1ccccc1C1=NCCN12	25	33	41	41	25	23	8.9*	26	.
Cc1cc(C)n(C(=O)CSc2nc3sc4c(c3c(=O)n2-c2ccccc2)CCCCC4)n1	99	92	104	105	98	86	103	104	100
O=C1CSC(=Nc2ccc(Cl)c(C(F)(F)F)c2)N1	101	95	110	99	96	85	101	100	101
O=C(CCCl)Oc1ccc(Br)cc1	90	99	105	106	103	83	109	102	96
Oc1ccccc1-c1nnc(CNc2ccc(Cl)cc2)o1	32	35	26	64	30	26	7.3*	13	19
O=C1CCN=C2C(F)=CC=CN12	95	103	105	108	99	76	107	103	101
O=C(Nc1ccc(Cl)cc1)NC1CCCCC1	93	96	104	113	92	100	99	100	107
CC(=O)N1CCN(C(=O)Cn2c(-c3ccccc3)csc2=N)CC1	94	98	102	105	89	81	110	105	97
COc1ccc(-c2ccn(CCC(=O)O)n2)cc1OC1CCCC1	101	93	115	94	.	94	100	98	98

Three records picked at random from the list so far, as already listed:
SMILES	NCI-H322M	NCI-H23	OVCAR-3	OVCAR-5	NCI-H226	NCI-H522	NCI-H460	NCI/ADR-RES	OVCAR-8
CNCCC=C1c2ccccc2CCc2ccccc21	107&84	100&90	107&105	110&85	89&97	78&52	109&104	100&85	98&91
CN1CCN(c2ccc3nc(-c4ccc5nc(-c6ccc(OCCC(C)(C)C)cc6)[nH]c5c4)[nH]c3c2)CC1	41	-3.6*	-84*	-2.3*	95	-38*	-80*	88	-49*
CCn1cc(C(=O)NN=C2CCN(C)CC2)c(=O)c2ccc(C)nc21	91	100	96	96	95	95	95	109	100
